# Bioassay records from PubChem BioAssay.
# PMI inhibitors: inhibitors of human PMI, primary screen, biochemical, fluorescence intensity, coupled assay (AID 1209); hit rate 0.42% among 190,000; Mannose-6-phosphate isomerase (Homo sapiens); purified PMI enzyme, coupled fluorescence intensity; higher % means a stronger effect; one-dose inhibition, % at 20 µM; IC50 in µM for titrated hits;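 note: plate controls were DMSO vehicle for no effect and wells lacking substrate for full effect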
# K1F lysis inhibition: inhibition of K1F phage lysis, E. coli UTI89, bacterial capsule biogenesis inhibitors, alamar blue (AID 488966); E. coli UTI89 K1F phage lysis, alamar blue, 2 h; higher % means a stronger effect; one-dose inhibition, % at 100 µM; IC50 in µM for titrated hits; hit rate 0.02% among 340,000;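 active = phage lysis inhibition, versus mean bacterial control, above a set limit; inconclusive = no clear call, values can overlap the other calls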;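 note: capsule biogenesis inhibitors block K1F phage lysis so surviving cells raise fluorescence; higher fluorescence means more inhibition of phage lysis; actives were called in the ten point dose series up to 300 µM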
# TNAP activation fold: human TNAP enzyme activators, primary screen, biochemical, luminescent, no phosphate acceptor, uHTS (AID 1001). one-dose activation fold at 20 µM; EC50 in µM for titrated hits. purified TNAP, luminescent activation assay, no phosphate acceptor; higher activation fold means a stronger effect. hit rate 0.03% among 200,000. Alkaline phosphatase, tissue-nonspecific isozyme (Homo sapiens); in the data active = activation fold from about 3, or a potency from the dose series; inactive = the rest, 99 in 100 with activation fold below about 1.6; note: many of its hits are not listed in these tables
# Hep lipid drop: inhibitors of hepatocyte lipid droplet formation, primary screen, imaging, high-throughput imaging, BODIPY stain; AML12 mouse hepatocytes, oleate lipid droplets; inhibition, % at 6.5 µM; hit rate 0.4% among 240,000; AID 1656, 2009;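 active = lipid droplet intensity inhibited by at least 50%, with more than 500 cells counted; inconclusive = wells with under 300 cells, treated as cytotoxic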
#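 Technique: fluorescence imaging, 20x objective, two fields per well / Assay system: AML12 hepatocytes (mouse) / Measure: % inhibition of lipid droplet signal / Doses: 6.5 µM single-point dosing / Incubation: overnight exposure / Reagent: 100 µM oleic acid challenge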
# XIAP antagonists: XIAP antagonists, biochemical, IAP family, fluorescence polarization (AID 1018); displacement, % at 20 µM; hits with a dose series show IC50 in µM; XIAP BIR domain, fluorescence polarization peptide displacement; higher % means a stronger effect; hit rate 0.007% among 200,000; E3 ubiquitin-protein ligase XIAP (Homo sapiens); in the data active = displacement above about 50%; note: a part of the inactive calls stands beside numbers as strong as those of hits
# M17LAP inhibition: P. falciparum M17LAP inhibitors, primary screen, biochemical, fluorogenic H-Leu-NHMec substrate, 1536-well (AID 1619); Leucine aminopeptidase (Plasmodium falciparum (isolate 3D7)); hit rate 0.38% among 220,000; recombinant M17LAP, H-Leu-NHMec fluorogenic kinetic assay; higher % means a stronger effect; inhibition, % at 30 µM; hits with a dose series show IC50 in µM;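 active = compound inhibiting the enzyme by more than half at any dose during confirmatory dose-response retesting; inconclusive = strong single-dose inhibitors picked by rank but not retested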;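 note: plate controls were full reaction with DMSO carrier for no effect and no enzyme background for full effect; strong numbers were not always called active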
# SIAH1 antagonists: Siah-1 peptide-binding antagonists, primary screen, biochemical, fluorescence polarization, rhodamine-plectin, uHTS (AID 1817). E3 ubiquitin-protein ligase SIAH1 (Homo sapiens). Siah-1 / rhodamine-plectin peptide fluorescence polarization; higher % means a stronger effect. displacement, % at 20 µM, or IC50 in µM where a hit was titrated. hit rate 0.02% among 290,000;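 active = displacement of at least 50% at 20 µM, with a fluorescence ratio check between 0.3 and a set limit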;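 note: plate controls were Siah plus tracer with DMSO for no effect and tracer alone without Siah for full effect; strong numbers were not always called active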
# PMI inhibition: human PMI inhibitors, high substrate, primary screen, biochemical, fluorescence intensity, high mannose 6-phosphate (AID 1220) | Mannose-6-phosphate isomerase (Homo sapiens) | recombinant PMI enzyme, coupled fluorescence intensity; higher % means a stronger effect | inhibition, % at 20 µM, or IC50 in µM where a hit was titrated | hit rate 0.66% among 190,000
# M1AAP inhibition: P. falciparum M1AAP inhibitors, biochemical, fluorogenic H-Leu-NHMec substrate, 1536-well (AID 1445); hit rate 0.42% among 220,000; inhibition, % at 30 µM, or IC50 in µM where a hit was titrated; recombinant M1AAP, H-Leu-NHMec fluorogenic kinetic assay; higher % means a stronger effect; Aminopeptidase N (Plasmodium falciparum (isolate 3D7));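 active = primary inhibition above the hit cutoff, then over 50% inhibition at one or more dose response concentrations, cut at about 23% in these data, passing the limit was not always enough; inconclusive = conflicting primary data, or primary hits not chosen for dose response; inactive = low primary inhibition, or under 50% at every dose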;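 note: plate controls were DMSO full reaction for no effect and no enzyme background for full effect; strong numbers were not always called active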
# Hep lipid drop cells 6.5 µM: also measured in Hep lipid drop; calls as there; cell count; measured here: cell count, cytotoxicity flag;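 cells counted across two imaged fields per well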
# * marks the source's active call; other numbers are inactive results; ? = inconclusive; · = not tested or not shown; [ ] = remark or other dose. Cut-off read from the data, not from the text of the source, unless noted: active = inhibition above about 50%; inactive = the rest.
SMILES,PMI inhibitors,K1F lysis inhibition,TNAP activation fold,Hep lipid drop,Hep lipid drop cells 6.5 µM,XIAP antagonists,M17LAP inhibition,SIAH1 antagonists,PMI inhibition,M1AAP inhibition
Cc1cc(Br)c(OCc2ccc(C(=O)N/N=C3\CC(=O)CC(C)(C)C3)cc2)c(Br)c1,9.4%,1.3%[50 µM],1.2,7.8,656,-3.0%,4.8%,6.1%,6.9%,7.3%
CN1CCCN(C2C3CC4CC(C3)CC2C4)CC1 (stereo not given),8.6%,-0.4%,1,·,·,-2.7%,11.7%,3.4%,-3.7%,-3.6%
Cc1sc(NC(=O)c2ccco2)c(C(c2ccccc2)N2CCC(C)CC2)c1C (stereo not given),13.8%,0.5%,1.1,0.7,687,-4.8%,10.6%,-0.9%,4.1%,7.9%
COc1cc(/C=N/N2CCN(c3ccccc3OC)CC2)ccc1O,21.5%,0.4%,1.1,-10.8,685,-5.9%,13.6%,3.6%,26.5%,4.0%
Cc1cc(C)n(-c2ccc(C(=O)OCC(=O)c3ccc(Br)s3)cc2)n1,-16.4%,2.5%,1,·,·,-4.9%,2.6%,0.9%,-9.2%,2.2%
COc1ccc(C2=NOC3(CC(=O)N(c4ccc(F)cc4)C3=O)C2)cc1 (stereo not given),·,-1.2%,·,4.0,777,·,4.8%,11.7%,·,6.3%
N#Cc1nc(Cc2cccc3ccccc23)oc1NCc1ccco1,12.3%,5.7%,1.1,·,·,-2.3%,-7.5%,-2.4%,22.2%,8.9%
COc1cc(C2Oc3ccccc3C=C2[N+](=O)[O-])cc(OC)c1OC (stereo not given),·,·,·,28.4,649,·,16.8%,-2.8%,·,11.1%
O=c1oc2ccccc2c(NC(c2ccccc2)c2ccccc2)c1[N+](=O)[O-],2.0%,1.2%,1,-17.3,713,0.4%,13.8%,6.5%,10.6%,-0.4%
Cc1cc2cc(CNC(=O)CCC(=O)O)ccc2[nH]1,1.5%,0.2%,1.1,·,·,-3.9%,10.3%,-3.8%,11.7%,4.2%
CCOc1ccccc1/C=N/NC(=O)CNC(=O)COc1ccccc1,-9.0%,0.0%,1,-8.9,691,-5.5%,2.3%,-2.7%,-12.7%,3.9%
CCOC(=O)/C(=C/c1ccc(Cl)cc1)NC(=O)c1ccco1,-0.2%,1.1%,1.1,2.9,669,-3.5%,-4.3%,8.7%,0.0%,-5.3%
O=C(CC1Oc2ccccc2NC1=O)NCc1ccccc1 (stereo not given),-7.9%,-1.2%,1.1,·,·,-2.5%,2.3%,3.3%,-3.9%,-0.9%
CCOC(=O)C(=O)/C(=C\N(C)C)c1onc(-c2c(F)cccc2Cl)c1C(=O)OC,6.7%,3.9%,1.2,-10.8,668,5.4%,9.3%,7.2%,4.6%,1.6%
Cc1cc([N+](=O)[O-])nn1CCCC(=O)Nc1cc(Oc2ccc(F)cc2)cc([N+](=O)[O-])c1,12.8%,-0.2%[50 µM],1,12.2,692,-1.7%,0.5%,-8.2%,1.3%,6.8%
COc1ccc(-c2csc(NC(=S)NC(=O)c3cccs3)n2)cc1Br,·,·,·,16.9,748,·,-8.1%,3.5%,·,4.8%
Cc1ccc(C(=O)NCCCc2ccccc2)c(C)c1,7.8%,2.3%,1.1,-11.5,718,-5.7%,3.2%,-2.9%,9.7%,-0.1%
Cc1oc(-c2cccc(Cl)c2)nc1CN1CCC(C(=O)NCC2CCCO2)CC1 (stereo not given),2.2%,-0.1%,1.1,·,·,-3.0%,9.7%,3.9%,-3.1%,0.4%
CC1(C)Cc2c(sc3ncnc(N)c23)CO1,6.1%,0.3%,1.1,-5.5,743,-0.4%,-14.6%,3.1%,5.7%,4.1%
COc1cccc(-c2ccc(SCc3ccccn3)nn2)c1,-3.6%,0.3%,1.1,8.0,652,-3.1%,0.3%,0.8%,1.1%,-7.8%
O=C(NCc1ccc2c(c1)OCO2)c1cccs1,-4.0%,2.7%,1,·,·,-6.5%,17.6%,1.8%,-1.0%,13.4%
COc1ccc(-c2nnn(CC(=O)N(CCCN3CCOCC3)C(C(=O)NC3CCCC3)c3ccco3)n2)cc1 (stereo not given),8.7%,1.3%,1.1,-25.2,676,-4.8%,·,2.5%,8.7%,·
CCc1ccccc1N(CC)C(=O)c1cn(CC)c(=O)c2cc(OC)c(OC)cc12,6.5%,1.3%,1,·,·,-8.7%,-4.5%,-3.1%,-5.2%,2.5%
CCOC(=O)C1C(=O)NC(c2ccccc2)=NC1c1ccc(OC)cc1 (stereo not given),-3.6%,0.2%,1.1,12.7,685,-2.5%,10.3%,1.3%,-2.2%,11.1%
O=C(CSc1nnc2ccc(-c3ccncc3)nn12)N1CCCCC1,-4.5%,0.1%,1.1,7.5,683,0.9%,12.2%,4.1%,-4.4%,8.7%
Cc1ccc(S(=O)(=O)NCC(=O)N(CC(=O)NCc2ccccc2)CC2CCCO2)cc1 (stereo not given),2.9%,0.4%,1.1,-7.0,674,-7.5%,-1.7%,1.2%,3.1%,9.8%
O=c1nc2ccccc2c2n1CC(CN1CCN(c3cccc(Cl)c3)CC1)N2 (stereo not given),2.6%,1.4%,1,·,·,-4.8%,3.2%,1.7%,-4.6%,10.3%
CCc1nnc(NS(=O)(=O)c2ccc(N=CC3=C(O)CC(C)(C)CC3=O)cc2)s1,-30.0%,0.1%,1.1,28.1,687,-2.9%,37.1%,-0.1%,-24.1%,5.7%
CC(C)(C)OC(=O)N1CCCN(C(=O)Nc2cccc(Cl)c2)CC1,·,·,·,-13.6,629,·,-0.2%,-1.6%,·,0.4%
Cc1ccc(C(=O)Nc2ccnc(-c3ccncc3)n2)cc1,-2.1%,0.1%,1,-2.5,678,4.3%,4.0%,8.8%,-5.1%,-1.2%
C=C(C)c1nc2cc(OC)c(OC)cc2c(=O)o1,9.2%,-0.1%,1,6.1,716,-2.3%,0.6%,1.2%,6.9%,5.0%
CN1C(=O)/C(=C/C=C2\SCCN2C)SC1=S,16.6%,·,0.9,2.7,682,-7.6%,4.7%,2.1%,29.3%,3.8%
C/C(O)=C(\N=Nc1cc(C)ccc1O)C(N)=O,2.2%,·,2.3,-0.5,639,0.3%,0.7%,8.6%,31.3%,?
COC(OC)c1ccc(C#N)c(=O)[nH]1,4.9%,-0.1%,1.1,4.4,713,-3.2%,-4.6%,15.8%,4.1%,-2.0%
C/C(CC(=O)Nc1ccc(Cl)cc1)=N\NC(=O)C(=O)NCCO,7.1%,1.4%[50 µM],1.1,0.0,636,-7.6%,11.3%,3.0%,-7.0%,3.4%
O=C(Nc1ccccc1N1CCN(c2ccccc2)CC1)c1cccc(F)c1,17.0%,0.3%,1.1,-20.6,735,-0.3%,7.3%,-0.1%,15.9%,6.0%
N#Cc1nc(-c2ccccc2)oc1NCCCn1ccnc1,9.7%,0.3%,1,2.2,654,-11.1%,-51.6%,-3.4%,10.3%,15.8%
Cc1noc(C)c1C(=O)OCC(=O)Nc1cc(S(=O)(=O)N2CCOCC2)ccc1Cl,-7.0%,·,1.1,-0.7,703,-5.5%,-0.9%,-3.1%,-12.7%,4.5%
COc1ccc(-c2c[n+](CC(=O)c3ccccc3)c3n2CCCCC3)cc1,·,2.0%,·,-6.5,701,·,5.0%,-3.4%,·,2.6%
Cc1ccc(/C=C/C(=O)c2c(C)nc3ccccn23)cc1,0.9%,1.8%,1.1,·,·,-2.3%,3.3%,-0.2%,-4.8%,9.6%
CCC(C)[C@H](NC(=O)Nc1cccc(OC)c1)C(=O)OC (stereo not given in full),0.5%,2.4%,1.1,·,·,-5.7%,0.8%,1.1%,5.8%,13.2%
Cn1c(=O)c2c(ncn2CC(O)CNc2ccc(Br)cc2)n(C)c1=O (stereo not given),5.1%,-0.3%,1,-1.9,781,-6.3%,10.1%,4.0%,2.8%,7.8%
CCOC(=O)Cc1c(C)nc2c(-c3cccc(Br)c3)cnn2c1C,6.1%,-1.7%,1.1,-61.1,593,-11.1%,12.8%,-4.0%,18.1%,3.0%
O=c1/c(=C/c2ccco2)sc2nc(-c3ccccc3Br)nn12,2.9%,2.6%,0.4,·,·,-11.3%,?,-3.4%,-21.4%,10.3%
Cc1ccc(Nc2nc(N)nc(CN3CCN(c4ccccc4F)CC3)n2)cc1,-15.5%,0.1%,1.1,·,·,-3.0%,6.2%,-1.7%,-23.6%,4.6%
CCC(=O)N1CCN(C(=O)CC)C1c1ccccc1,-1.6%,0.5%,1,·,·,-8.0%,-4.1%,-4.5%,-0.2%,1.3%
Cc1cc(C)n2cc(CSC3=NCCS3)nc2n1,8.6%,0.4%,1,·,·,-5.8%,-50.1%,-0.2%,9.1%,6.0%
O=C(CSc1nc2ccccc2n1-c1ccccc1)Nc1ncc(Cl)cc1Cl,13.7%,0.2%[50 µM],1.1,-16.9,674,-5.8%,6.1%,-6.6%,8.7%,1.4%
O=C(COc1ccccc1)Nc1ccc(S(=O)(=O)NCc2ccco2)cc1,-0.2%,0.5%,0.9,·,·,-5.8%,2.5%,-2.8%,8.6%,1.3%
CC1CC(=O)Nc2ccccc2N1S(=O)(=O)c1cccc(F)c1 (stereo not given),·,·,·,-6.9,709,·,-2.3%,13.1%,·,5.0%
COC(=O)c1cc(-c2c(C)oc3cc(O)ccc3c2=O)c(C)o1,1.1%,6.5%,1.1,1.2,752,-4.6%,-107.0%,-4.5%,5.8%,9.1%
O=C(NCC(c1cccnc1)N1CCN(c2ccc(F)cc2)CC1)c1ccc(F)cc1 (stereo not given),1.7%,0.9%,1.1,0.3,731,-10.7%,10.0%,-2.3%,-7.5%,5.7%
O=C(NCc1ccccc1)c1ncn[nH]1,·,0.0%,·,-15.1,721,·,-1.7%,-3.2%,·,9.7%

# 3 entries already listed, sorted by SMILES length, smallest number first:
SMILES,PMI inhibitors,K1F lysis inhibition,TNAP activation fold,Hep lipid drop,Hep lipid drop cells 6.5 µM,XIAP antagonists,M17LAP inhibition,SIAH1 antagonists,PMI inhibition,M1AAP inhibition
O=C(NCc1ccccc1)c1ncn[nH]1,·,0.0%,·,-15.1,721,·,-1.7%,-3.2%,·,9.7%
Cc1cc(C)n2cc(CSC3=NCCS3)nc2n1,8.6%,0.4%,1,·,·,-5.8%,-50.1%,-0.2%,9.1%,6.0%
O=C(NCC(c1cccnc1)N1CCN(c2ccc(F)cc2)CC1)c1ccc(F)cc1 (stereo not given),1.7%,0.9%,1.1,0.3,731,-10.7%,10.0%,-2.3%,-7.5%,5.7%
